Bioassay records (PubChem BioAssay)
NTMT1 inhibitor = Primary qHTS for Inhibitors of N-terminal methyltransferase 1 (NTMT1): MTaseGlo Assay; Potency, µM (highest dose often 114 µM), for the others: at the highest dose activity change, negative = inhibition, usual class: inhibitors; 59,000 tested, 2.5% active; NTMT1 MTase-Glo SAH luminescence, purified enzyme; AID 1645870, 2021; N-terminal Xaa-Pro-Lys N-methyltransferase 1 (Homo sapiens), Q9BV86;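 further: plate controls were DMSO vehicle for no effect and no enzyme for full effect; nearly all actives have a fitted effect of over 65% in size; many of its hits are not listed in these tables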
Target sequence (Q9BV86 whole entry, looked up): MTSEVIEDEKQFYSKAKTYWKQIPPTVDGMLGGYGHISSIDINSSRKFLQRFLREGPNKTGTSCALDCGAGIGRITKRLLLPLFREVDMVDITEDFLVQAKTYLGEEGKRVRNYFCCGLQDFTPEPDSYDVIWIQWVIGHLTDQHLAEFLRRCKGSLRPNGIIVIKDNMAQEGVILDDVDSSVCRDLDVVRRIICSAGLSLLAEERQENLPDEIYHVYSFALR
FH mod = Identification of activators of human fumarate hydratase by quantitative high-throughput screening. FH coupled MDH/diaphorase resazurin fluorescence, 15 min. Fumarate hydratase, mitochondrial (Homo sapiens), P07954. 54,000 tested, 0.22% active. Potency, µM (series often up to 79.9 µM), inactives show at the top dose activity change, negative = inhibition, most hits filed as inhibitors; further: the screen sought activators but most active calls are inhibition curves; nearly all actives have a fitted effect of over 45% in size
Target sequence (P07954 whole entry, looked up): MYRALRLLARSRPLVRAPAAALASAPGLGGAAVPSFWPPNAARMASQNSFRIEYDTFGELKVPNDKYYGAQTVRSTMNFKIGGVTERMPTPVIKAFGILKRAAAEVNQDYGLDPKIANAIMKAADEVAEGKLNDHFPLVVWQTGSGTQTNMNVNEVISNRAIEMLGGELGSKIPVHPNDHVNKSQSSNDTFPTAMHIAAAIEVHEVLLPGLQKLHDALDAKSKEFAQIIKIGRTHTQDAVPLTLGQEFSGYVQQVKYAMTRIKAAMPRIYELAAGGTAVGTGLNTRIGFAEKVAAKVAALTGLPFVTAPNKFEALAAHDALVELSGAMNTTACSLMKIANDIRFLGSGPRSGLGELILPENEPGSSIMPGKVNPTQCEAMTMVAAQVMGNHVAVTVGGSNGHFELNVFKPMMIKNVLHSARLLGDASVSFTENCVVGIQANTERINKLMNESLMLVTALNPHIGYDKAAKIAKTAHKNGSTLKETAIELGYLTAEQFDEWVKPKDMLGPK
* = called active by the depositor; ? = inconclusive; & = joins results of further samples; ! = not confirmed by another sample; [ ] = another dose, or the depositor's remark. The call rests on the fitted dose curve; in most records, active means well fitted curve in the direction sought with a large enough effect; inconclusive means small, poorly fitted or top-dose-only effect, or another doubt; inactive means no such curve, though single readings can be large; an effect the other way counts as inactive or inconclusive. Unless noted, on the % scale 0 is the no-effect control and ±100 the full control effect; potency means the concentration at half of the fitted maximal effect. The list is partial (hit frequency here may not be typical).

SMILES | NTMT1 inhibitor | FH mod
Nc1cccc(CNC(=O)c2ccc(Oc3ccc(OCc4cccc(F)c4)cc3)nc2)c1 | ? | -15%
Cc1c(I)c(=O)n(-c2ccccc2)n1C | 30%[57.5 µM] | 1%[53.3 µM]
CSc1cccc(Nc2ncc3cc(-c4c(Cl)cccc4Cl)c(=O)n(C)c3n2)c1 | ? | -1%
O=C1CC2(CCCC2)CC(=O)N1 | 16%[57.5 µM] | -3%[53.3 µM]
CN(C)C(=O)C(O)C(Cc1ccccc1)NC(=O)c1cc2cc(Cl)ccc2[nH]1 (stereo not given) | 0%[57.5 µM] | 4%
O=C(O)Cc1ccc2c(c1)C(=O)c1ccccc1CO2 | -2%[57.5 µM] | 1%[53.3 µM]
C/C1=C\[C@H]2OC(=O)[C@@H](C)[C@@H]2CC/C(C(=O)O)=C/CC1 | 3%[57.5 µM] | 2%
CCCCNc1ncc(C(=O)NCc2ccc(-n3ccnc3)cc2)c(NC2CCC(O)CC2)n1 (stereo not given) | 7%[57.5 µM] | 7%
CN(C)CCOC(C)(c1ccccc1)c1ccccn1 (stereo not given) | 1%[57.5 µM] | -9%&-3%[53.3 µM]
Fc1ccc(-c2nc(C3CCNCC3)sc2-c2ccnc(NC3CC3)n2)cc1 | -8%[57.5 µM] | 0%
CN1CCOC(c2ccccc2)c2ccccc2C1 (stereo not given) | 2%&3%[57.5 µM] | 1%
CN1CCC(c2c[nH]c3ccc(NC(=O)c4ccc(F)cc4)cc23)CC1 | 2%[57.5 µM] | 1%
CC(=O)OCC1=C[C@@H]2OC(=O)C3=CO[C@@H](O[C@@H]4O[C@H](CO)[C@@H](O)[C@H](O)[C@H]4O)[C@H]1[C@@H]32 | -3%[29.8 µM] | 23%[53.3 µM]
Cc1cccc(C=NNc2cc(N3CCOCC3)nc(OCCc3ccccn3)n2)c1 | 22µM* | 6%[53.3 µM]
Cc1cn([C@@H]2O[C@H](CO)[C@@H](O)[C@H]2F)c(=O)[nH]c1=O | ? | 20%[53.3 µM]
CCc1cc2c(cc1CC)CC(NCC(O)c1ccc(O)c3[nH]c(=O)ccc13)C2 (stereo not given) | 3%[57.5 µM] | -5%
CCOC(=O)N1CCC(Nc2ccc(Cl)cc2N)CC1 | 9%[57.5 µM] | -11%[53.3 µM]
CC1(C)Cc2c(sc(NC(=S)NC(=O)c3ccccc3)c2C(=O)O)CO1 | 79µM*! | -4%[53.3 µM]
CN(C)CC#CCCC(=O)C(O)(c1ccccc1)C1CCC1 (stereo not given) | 0%[57.5 µM] | -1%
COc1cc2ncnc(Nc3cccc(O)c3)c2cc1OC | -10%[57.5 µM] | -6%
CCOC(=O)c1ccc(N)cc1 | 20%[57.5 µM] | 2%[53.3 µM]
COc1cc(Nc2nc3ccccc3nc2NS(=O)(=O)c2cccc(NC(=O)c3ccc(C)c(OC)c3)c2)cc(OC)c1 | 6%[57.5 µM] | -14%
Cc1cc(Cn2cnc3c2CC(C(=O)O)N(C(=O)C(c2ccccc2)c2ccccc2)C3)ccc1N(C)C (stereo not given) | 0%[57.5 µM] | 4%
COc1ccc(C2=NC(c3ccc(Cl)cc3)C(c3ccc(Cl)cc3)N2C(=O)N2CCNC(=O)C2)c(OC(C)C)c1 (stereo not given) | 4%[57.5 µM] | -3%
N#Cc1ccnc(Nc2cc(C3CCN(C4COC4)CC3)cc(N3CCC(F)(F)C3)n2)c1 | 3% | -5%
COC(=O)c1nc(Cl)c(Cl)nc1N | 18%[57.5 µM] | -11%[53.3 µM]
O=C1CCC(c2ccccc2)(C2CCN(Cc3ccc(I)cc3)CC2)C(=O)N1 (stereo not given) | -20%[57.5 µM] | -13%
Cc1c(CN2CCN(C(=O)C(C)O)CC2)sc2c(N3CCOCC3)nc(-c3cnc(N)nc3)nc12 (stereo not given) | 4%[57.5 µM] | -4%
CC(=O)NC(Cc1ccccc1)C(=O)O (stereo not given) | -9% | 7%
N#Cc1ccc2ncnc(NCCc3ccccc3)c2c1 | 4%[57.5 µM] | -1%
Cc1cc(-c2nncc3c(C(C)(C)C)c(OCc4ncnn4C)nn23)no1 | -2%[57.5 µM] | 0%
O=C(c1ccc(F)cc1)C1CCN(CCn2c(=O)[nH]c3ccccc3c2=O)CC1 | ? | 3%
Cc1ccc(F)c(NC(=O)Nc2ccc(-c3cccc4[nH]nc(N)c34)cc2)c1 | 14% | -18%
O=C1Cc2c([nH]c3ccc(Br)cc23)-c2ncccc2N1 | -1%[57.5 µM] | 0%
Cc1nc(-c2ccc(Cl)cc2)oc1COC(C)(C)C(=O)O | 5%[57.5 µM] | -5%[53.3 µM]
COc1cc(C(=O)NC(=S)Nc2cccc(NC(=O)c3ccccc3)c2)cc(OC)c1OC | 4%[57.5 µM] | -10%
C[C@@H]1CC[C@]2(C(=O)O[C@@H]3O[C@H](CO[C@@H]4O[C@H](CO)[C@@H](O[C@@H]5O[C@@H](C)[C@H](O)[C@@H](O)[C@H]5O)[C@H](O)[C@H]4O)[C@@H](O)[C@H](O)[C@H]3O)CC[C@]3(C)C(=CCC4[C@@]5(C)C[C@@H](O)[C@H](O)[C@@](C)(CO)C5CC[C@]43C)C2[C@H]1C (stereo not given in full) | 7%[12.6 µM] | 5%[20.6 µM]
COc1cccc(OC)c1-c1ccc(C[C@H](NC(=O)c2c(Cl)cccc2Cl)C(=O)O)cc1 | -6%[57.5 µM] | 24%
CC#CCn1c(N2CCC[C@@H](N)C2)nc2c1c(=O)n(Cc1nc(C)c3ccccc3n1)c(=O)n2C | 9% | 11%[53.3 µM]
CCOC(=O)N1CCC(NCCNC(=O)c2ccccc2C)CC1 | 0%[57.5 µM] | -1%
Cc1c(NC(=O)OC[C@@H]2COCCN2)cn2ncnc(Nc3ccc4c(cnn4Cc4cccc(F)c4)c3)c12 | ? | -12%
CC1CCN(c2cc(N3CCN(C)CC3)ccc2NC(=O)c2cc(C#N)c[nH]2)CC1 | -9%&-16%[57.5 µM] | 3%
Cc1ccc(N2CCN(CCC3NC(=O)c4ccccc43)CC2)cc1C (stereo not given) | 3%[57.5 µM] | 5%
CCCSc1nc(NC2CC2c2ccc(F)c(F)c2)c2nnn(C3CC(OCCO)C(O)C3O)c2n1 (stereo not given) | ? | -16%
O=C(c1ccc(NS(=O)(=O)c2cccc3cccnc23)cc1)N1CCN(CC2CC2)CC1 | 2%[57.5 µM] | 5%
CCCCNC(=O)[C@@H]1Cc2ccccc2N1C(=O)[C@@H](N)CC | ? | 0%
CCOc1ncc(F)c(=O)[nH]1 | 17%[57.5 µM] | -3%[53.3 µM]
CCN(CC)CCOC(=O)C1(c2ccccc2)CCCC1 | -14%[57.5 µM] | -11%[53.3 µM]
C[C@@H](Oc1cc(-n2cnc3ccc(CN4CCN(C)CC4)cc32)sc1C(N)=O)c1ccccc1C(F)(F)F | 8.9µM* | 1%[53.3 µM]
CC(COc1ccccc1)NC(C)C(O)c1ccc(O)cc1 (stereo not given) | 18%[57.5 µM] | -11%[53.3 µM]
COc1ccccc1N1CCN(CCCNc2cc(=O)n(C)c(=O)n2C)CC1 | -2%&-17%[57.5 µM] | 3%
c1ccc(CN(CC2=NCCN2)c2ccccc2)cc1 | 5%&16%[57.5 µM] | 7%
C=C[C@H]1CN2CC[C@H]1C[C@@H]2C(O)c1ccnc2ccc(OC)cc12 (stereo not given in full) | 7%[29.8 µM] | 1%[53.3 µM]
O=C(Nc1ccc(OC(F)(F)F)cc1)c1sccc1NCc1ccnc2ccccc12 | 29% | -18%
CCOC(=O)C(CCc1ccccc1)NC(C)C(=O)N1Cc2ccccc2CC1C(=O)O (stereo not given) | 0%[57.5 µM] | 7%
COc1cc(C(=O)OC(COCCC(C)C)CN2CCOCC2)cc(OC)c1OC (stereo not given) | 7%[57.5 µM] | -2%[53.3 µM]
CCCCN(CCCC)C(=O)CN1C[C@H](c2ccc3c(c2)OCO3)[C@@H](C(=O)O)[C@@H]1c1ccc(OC)cc1 | ? | 1%
COc1cnc(-c2ccc(Cn3c(CC(C)(C)C(=O)O)c(SC(C)(C)C)c4cc(OC[C@@H]5Cc6ccccc6N5C(C)=O)ccc43)cc2)nc1 | 12%[29.8 µM] | ?
C[C@@H]1COC(Nc2ccc3ncnc(Nc4ccc(OCc5nccs5)c(Cl)c4)c3c2)=N1 | ? | -9%
CC(Oc1cc(-n2cnc3ccc(CN4CCN(C)CC4)cc32)sc1C(N)=O)c1ccccc1C(F)(F)F (stereo not given) | -18%[57.5 µM] | -2%

Arranged by SMILES length (ascending): ten of the compounds above.
SMILES | NTMT1 inhibitor | FH mod
c1ccc(CN(CC2=NCCN2)c2ccccc2)cc1 | 5%&16%[57.5 µM] | 7%
CCN(CC)CCOC(=O)C1(c2ccccc2)CCCC1 | -14%[57.5 µM] | -11%[53.3 µM]
CC(COc1ccccc1)NC(C)C(O)c1ccc(O)cc1 (stereo not given) | 18%[57.5 µM] | -11%[53.3 µM]
COc1cc(C(=O)OC(COCCC(C)C)CN2CCOCC2)cc(OC)c1OC (stereo not given) | 7%[57.5 µM] | -2%[53.3 µM]
O=C(Nc1ccc(OC(F)(F)F)cc1)c1sccc1NCc1ccnc2ccccc12 | 29% | -18%
CCOC(=O)C(CCc1ccccc1)NC(C)C(=O)N1Cc2ccccc2CC1C(=O)O (stereo not given) | 0%[57.5 µM] | 7%
C[C@@H]1COC(Nc2ccc3ncnc(Nc4ccc(OCc5nccs5)c(Cl)c4)c3c2)=N1 | ? | -9%
CC(Oc1cc(-n2cnc3ccc(CN4CCN(C)CC4)cc32)sc1C(N)=O)c1ccccc1C(F)(F)F (stereo not given) | -18%[57.5 µM] | -2%
C[C@@H](Oc1cc(-n2cnc3ccc(CN4CCN(C)CC4)cc32)sc1C(N)=O)c1ccccc1C(F)(F)F | 8.9µM* | 1%[53.3 µM]
COc1cnc(-c2ccc(Cn3c(CC(C)(C)C(=O)O)c(SC(C)(C)C)c4cc(OC[C@@H]5Cc6ccccc6N5C(C)=O)ccc43)cc2)nc1 | 12%[29.8 µM] | ?

(cont.)
SMILES | NTMT1 inhibitor | FH mod
CCCn1cnc2c1c(=O)n(CCCCC(C)=O)c(=O)n2C | 41%[activator][57.5 µM] | -22%&-1%[53.3 µM]
CC(C)Nc1cc(C(F)(F)F)cc2nc(NC(=O)c3cccnc3)nn12 | 3%&3%[57.5 µM] | 1%
Nc1nc(Nc2ccc3c(c2)CCC(N2CCCC2)CC3)nn1-c1cc2c(nn1)-c1ccccc1CCC2 (stereo not given) | 40µM* | -11%
COc1ccc(-c2cc3c(C)nc(N)nc3n(C3CCC(OCCO)CC3)c2=O)cn1 (stereo not given) | 0% | 1%
O=C(CS(=O)Cc1ccco1)NCC=CCOc1cc(CN2CCCCC2)ccn1 (stereo not given) | 3%[57.5 µM] | -1%[53.3 µM]
O=C(c1ccc(C(=O)N2CCC(N3CCCC3)CC2)c(Nc2ccccc2)c1)N1CCC(N2CCCC2)CC1 | ? | 1%
CCOc1ccc(C(=O)OCCN(CC)CC)cc1 | -16%[57.5 µM] | 4%[53.3 µM]
Cc1ccc(S(=O)(=O)NC(=O)NC2CCCCCCC2)cc1 | 43%[activator][57.5 µM] | 7%[53.3 µM]
C[C@]12CCC(=O)C=C1CC[C@@H]1[C@@H]2CC[C@@]2(C)[C@H]1CC[C@]2(O)C(=O)CO | 20%[57.5 µM] | 4%&-3%[53.3 µM]
Cc1ccc2[nH]c(=O)c(C3=NN(C(=O)CCC(=O)O)C(c4ccc(Br)cc4)C3)c(-c3ccccc3)c2c1 (stereo not given) | 2%[57.5 µM] | ?
COc1cc(NS(=O)(=O)c2ccc(N)cc2)nc(C)n1 | -8%[57.5 µM] | -8%[53.3 µM]
Oc1ccc(/C=C/c2cc(O)cc(O)c2)cc1 | 45µM*! | ?
O=C(CNC(=O)c1cccc(C(F)(F)F)c1)N[C@@H]1CCN(Cc2ccc(Cl)cc2)C1 | 3%[57.5 µM] | 3%
O=c1[nH]c2cc(C(F)(F)F)c(N3CCOCC3)cc2n(CP(=O)(O)O)c1=O | -40%[57.5 µM] | -3%[53.3 µM]
COC(=O)CC1CC(c2ccc(O)cc2)=NO1 (stereo not given) | 1%[57.5 µM] | -4%
CC1(C)O[C@H]2CC(=O)OC[C@]23[C@H]2CC[C@@]4(C)[C@H](c5ccoc5)OC(=O)[C@H]5O[C@]54[C@]2(C)C(=O)C[C@@H]13 | 18%[29.8 µM] | -14%&12%&-7%[53.3 µM]
CC[N+](C)(CC)CCOC(=O)C(O)(c1ccccc1)C1CCCCC1 (stereo not given) | ? | 0%[53.3 µM]
Nc1c(I)cc(I)c(C(=O)N(CCC(=O)O)c2ccccc2)c1I | 20%[57.5 µM] | 2%[53.3 µM]
COC(=O)C1=C(C)NC(C)=C(C(=O)OCCc2ccc(N3CCN(C(c4ccccc4)c4ccccc4)CC3)cc2)C1c1cccc([N+](=O)[O-])c1 (stereo not given) | -1%[57.5 µM] | -8%[53.3 µM]
CCC1Nc2cc(Cl)c(S(N)(=O)=O)cc2S(=O)(=O)N1 (stereo not given) | 6%[57.5 µM] | 1%[53.3 µM]
CNC(=O)CN1CCC(Oc2cc3c(Nc4cccc(Cl)c4F)ncnc3cc2OC)CC1 | 35µM* | 8%
CN1CCN(CCOc2cc(OC3CCOCC3)c3c(Nc4c(Cl)ccc5c4OCO5)ncnc3c2)CC1 | ? | 1%
O=C(O)CNC(=O)c1ccccc1I | -2%[57.5 µM] | 1%[53.3 µM]
